Screening data (PubChem BioAssay)
All columns: NCI-60 one-dose screen, growth in % after 48 h at 10 µM unless noted; 100 = growth as untreated, 0 = no growth, -100 = all killed.
COLO 205: COLO 205 colon cancer; 79,000 tested, 7.3% active; AID 1794742
NCI-H322M: NCI-H322M lung cancer; 80,000 tested, 2.7% active
NCI-H23: NCI-H23 lung cancer | 80,000 tested, 4% active
NCI/ADR-RES: NCI/ADR-RES ovarian cells; 81,000 tested, 4.4% active; AID 1794790
HCT-15: HCT-15 colon cancer; 82,000 tested, 5.2% active
NCI-H226: NCI-H226 lung cancer | 79,000 tested, 3.5% active
HCT-116: HCT-116 colon cancer; AID 1794798; 82,000 tested, 7.3% active
NCI-H522: NCI-H522 lung cancer; 78,000 tested, 8% active
NCI-H460: NCI-H460 lung cancer; 82,000 tested, 6.8% active; AID 1794736
* hit, by the source's call; . = no result given; & = joins results of further samples. The calls were made as follows: active = growth percent below 10; inactive = the rest. Rows were taken by chance; about 12% have a hit in one of these screens.

SMILES	COLO 205	NCI-H322M	NCI-H23	NCI/ADR-RES	HCT-15	NCI-H226	HCT-116	NCI-H522	NCI-H460
C/C(=N\NC(=O)Nc1cccc(C)c1)c1nnn(-c2ccc(Br)cc2)c1C	109	96	99	105	101	101	105	98	109
CSc1nc(N)c(CNC(C)c2ccccc2)c(=O)n1C (stereo unspecified)	.	169	97	100	104	91	92	94	105
O=C(O)c1cccc2c1-c1ccccc1C2=O	100	84	98	100	96	92	93	88	105
COc1cccc(CSC(C(=O)O)c2ccccc2)c1 (stereo unspecified)	104	105	112	114	104	108	99	94	105
CC1CCC2(CC1)N=C(N)N=C(N)N2c1ccc(S(N)(=O)=O)cc1 (stereo unspecified)	109	101	105	104	100	101	104	100	103
Cc1ccc(-n2nc3c(c(C#N)c2=O)CC(c2ccccc2Cl)C([N+](=O)[O-])=C3O)cc1 (stereo unspecified)	108	101	101	98	61	102	64	89	99
CC12CCCC(=O)N1c1ccc(Br)cc1-c1nc(=O)c(-c3ccccc3)nn12 (stereo unspecified)	109	93	90	99	105	98	100	96	100
COc1ccc(Cn2cc3c(c2-c2ccc(OC(C)=O)cc2)CCc2cnoc2-3)cc1	103	130	94	89	88	90	92	82	109
Cc1cc2nnc(SCC(=O)c3ccccc3)n2c(SCc2ccccc2)n1	106	92	109	103	104	95	102	89	98
O=c1c2ccccc2nc(SCCN2CCOCC2)n1CCc1ccccc1	113	106	100	97	100	100	93	94	108
CC1CC(=O)NC(=O)N1Cc1ccccc1 (stereo unspecified)	111&111	87&112	97&113	99&97	92&107	101&95	98&107	103&111	111&105
COC(=O)c1cc(C(=O)C(Br)Br)n2c1ccc1c3ccccc3ccc12	55	89	69	70	34	64	50	60	18
Cc1cc(O)c2c3c(n([C@@H](CCCCNC(=O)C(F)(F)F)C(=O)O)c(=O)c2c1)C(=O)c1c(OC2CC(O)[C@@H](O)[C@H](C)O2)cccc1C3=O (stereo partly specified)	106	88	95	96	101	101	91	79	106
COc1cc(C#CC[C@@H]2C[C@]3(C)[C@H]4CC=C5[C@@H]6CC(C)(C)CC[C@]6(C(=O)O)CC[C@@]5(C)[C@]4(C)CC[C@H]3C(C)(C)[C@H]2O)cc(OC)c1OC	53	47	68	76	40	72	20	39	51
COc1ccc(-c2nc(SCC(=O)c3ccc(-c4ccccc4)cc3)[nH]c(=O)c2C#N)cc1	92	93	94	93	101	88	88	72	97
CCN(CC)CC(C)(C)C(=O)/C=C/c1ccccc1	53	68	62	47	21	63	13	61	32
O=S(=O)(Oc1ccc(Cl)cc1)c1cccc2cccnc12	116	104	101	93	96	114	114	74	108
Cc1cccc2cc(-c3cc4ccccc4[nH]3)c(=Nc3ccc(Cl)cc3)oc12	102	91	91	97	96	83	97	89	99
CC(C)c1ccc(Cn2nc(Nc3ccccn3)nc2N)cc1	125	96	101	77	81	98	89	86	109
O=C(O)c1cc(NC(=O)C(Cl)Cl)cc(N2C(=O)CSC2=S)c1	122	101	100	101	103	99	113	106	119
CCN(CC)CCSc1c2ccc(Cl)cc2nc2ccc(OC)cc12	27	105	87	105	47	100	50	-25*	102
COc1ccc(-n2c(-c3csc(N)n3)n[nH]c2=S)c(OC)c1	.	100	99	106	105	.	98	91	111
COC(=O)c1nc(-c2ccccc2)oc1S(=O)(=O)N1CCC(C)CC1	65	90	87	99	40	96	43	18	95
Nc1ccn(C2CC(O)C(CO)O2)c(=O)n1 (stereo unspecified)	108	223	105	102	102	99	109	109	102
O=C(O)COc1c(Cl)cc(Cl)cc1Cl	110	117	102	93	109	96	112	100	115

Next compounds
SMILES	COLO 205	NCI-H322M	NCI-H23	NCI/ADR-RES	HCT-15	NCI-H226	HCT-116	NCI-H522	NCI-H460
COc1ccc(OC)c2nc3c(nc12)[nH]c1ccccc13	114	97	86	98	82	100	98	97	103
CC(N)c1nnnn1-c1ccc(Br)cc1 (stereo unspecified)	110	90	92	95	93	110	87	79	105
NC1(CO)COC(c2ccccc2)OC1 (stereo unspecified)	107	100	109	113	113	103	115	87	108
CC(C)(C)n1cc(-c2ccnc(NCCCNS(=O)(=O)c3ccc(Cl)cc3)c2)c(-c2cccc(F)c2)n1	43	98	71	73	9.7*	81	52	84	59
O=C1NC(=Nc2ccc(Cl)cc2)S/C1=C\c1cn(-c2ccccc2)nc1-c1ccccc1	97	90	93	92	76	93	64	75	45
O=C(NCc1ccccc1)C(c1ccc(O)c(O)c1O)N(C(=O)c1cc(O)c(O)c(O)c1)c1ccc(F)cc1 (stereo unspecified)	107	108	104	105	101	103	98	69	102
CCCCCCCCCCCCCCCCCCOc1ccc(CC(=O)OCCC[N+](C)(C)C)cc1	63	90	81	102	91	78	86	78	73
Cn1c(=O)cc(O)c2ccccc21	99	104	103	114	103	94	100	102	106
CC(C)c1ccc(Cn2cc(CSc3nc4ccccc4s3)nn2)cc1	109	93	92	97	102	94	105	93	105
Oc1ccc(/C=N/N=C2c3ccccc3-c3ccccc32)c(O)c1	88	.	70	73	46	61	66	74	83
N#CC1(C(N)=O)OC12CCS(=O)(=O)c1ccccc12 (stereo unspecified)	108	114	113	110	101	94	98	114	103
Clc1ccc(-c2cs/c(=N/N=C\c3ccc(Br)cc3)n2/N=C/c2ccc(Br)cc2)cc1	113	98	95	106	106	108	98	82	104
C#CCOCC(O)CCl (stereo unspecified)	103	87	101	119	118	100	106	107	112
O=c1oc2ccccc2cc1C1=NN=C(SCc2ccccc2)SC1	113	102	95	105	101	97	99	89	112
CC(C)(C)c1cc(C(C)(C)c2ccccc2)cc(Cc2cc(C(C)(C)c3ccccc3)cc(C(C)(C)C)c2O)c1O	123	97	108	102	96	91	93	79	105
O=C(O)c1cn(C2CC2)c2cc(N3CCN(S(=O)(=O)c4ccc(Cl)c(Cl)c4)CC3)c(F)cc2c1=O	-68*	21	1.8*	54	6.2*	41	3.9*	-21*	5.8*
CCOC(=O)C1=C(N)N(c2ccccc2)C2=C(C(=O)CC(C)(C)C2)C1c1ccc(Cl)cc1Cl (stereo unspecified)	9.0*	57	34	24	14	24	14	35	18
COC1OCC(O)C(OC(=O)c2ccccc2)C1OC(=O)c1ccccc1 (stereo unspecified)	101	118	108	107	100	99	104	109	119
COC1C(OC(N)=O)C(O)C(Oc2ccc3c(O)c(NC(=O)c4ccc(O)c(CC=C(C)C)c4)c(=O)oc3c2C)OC1(C)C (stereo unspecified)	104&108	102&105	94&104	97&106	96&24	91&104	101&97	131&44	95&116
CC1(C)CC(=O)C2=C(C1)N(c1ccc(F)cc1F)C(N)=C(C#N)C2c1cccc(Br)c1 (stereo unspecified)	96	86	94	90	103	105	85	62	94
CC(C)c1ccccc1S	116	123	105	106	104	97	100	83	111
CCC(C)c1ccc(OCC(C)OC(=O)C(C)C)cc1 (stereo unspecified)	105	115	110	122	109	106	95	80	103
C=CC(=O)Nc1cccc(-c2nc(SC)nc(Nc3cccc(OC)c3)c2C#N)c1	93	95	81	49	53	71	54	59	86
COc1ccc(/C=C/C=C/C(=O)c2ccc(NC(=O)Nc3ccccc3)cc2)cc1	94	87	93	97	78	101	86	72	87
O=c1[nH]cc(Nc2cc(Cl)c3nonc3c2[N+](=O)[O-])c(=O)[nH]1	109	110	91	96	103	92	99	98	107

A draw from above in order of length of the SMILES, largest number first.
SMILES	COLO 205	NCI-H322M	NCI-H23	NCI/ADR-RES	HCT-15	NCI-H226	HCT-116	NCI-H522	NCI-H460
COc1cc(C#CC[C@@H]2C[C@]3(C)[C@H]4CC=C5[C@@H]6CC(C)(C)CC[C@]6(C(=O)O)CC[C@@]5(C)[C@]4(C)CC[C@H]3C(C)(C)[C@H]2O)cc(OC)c1OC	53	47	68	76	40	72	20	39	51
CC(C)(C)c1cc(C(C)(C)c2ccccc2)cc(Cc2cc(C(C)(C)c3ccccc3)cc(C(C)(C)C)c2O)c1O	123	97	108	102	96	91	93	79	105
O=C(NCc1ccccc1)C(c1ccc(O)c(O)c1O)N(C(=O)c1cc(O)c(O)c(O)c1)c1ccc(F)cc1 (stereo unspecified)	107	108	104	105	101	103	98	69	102
Clc1ccc(-c2cs/c(=N/N=C\c3ccc(Br)cc3)n2/N=C/c2ccc(Br)cc2)cc1	113	98	95	106	106	108	98	82	104
CCCCCCCCCCCCCCCCCCOc1ccc(CC(=O)OCCC[N+](C)(C)C)cc1	63	90	81	102	91	78	86	78	73
C/C(=N\NC(=O)Nc1cccc(C)c1)c1nnn(-c2ccc(Br)cc2)c1C	109	96	99	105	101	101	105	98	109
CC1CCC2(CC1)N=C(N)N=C(N)N2c1ccc(S(N)(=O)=O)cc1 (stereo unspecified)	109	101	105	104	100	101	104	100	103
O=C(O)c1cc(NC(=O)C(Cl)Cl)cc(N2C(=O)CSC2=S)c1	122	101	100	101	103	99	113	106	119
O=C(O)COc1c(Cl)cc(Cl)cc1Cl	110	117	102	93	109	96	112	100	115
C#CCOCC(O)CCl (stereo unspecified)	103	87	101	119	118	100	106	107	112

The listing continues:
SMILES	COLO 205	NCI-H322M	NCI-H23	NCI/ADR-RES	HCT-15	NCI-H226	HCT-116	NCI-H522	NCI-H460
COc1ccc(NC(=O)Nc2ccc(NC(C)=O)cc2)c(OC)c1	121	104	114	119	110	118	107	93	120
Fc1ccc(Nc2ncnc3ccc(-c4cn[nH]c4)cc23)cc1Cl	61	16	80	52	60	57	51	10	56
O=C(Cc1ccc([N+](=O)[O-])cc1)OCC#CCOC(=O)Cc1ccc([N+](=O)[O-])cc1	118	94	104	99	98	95	99	87	102
CC(C)CCC[C@@H](C)[C@H]1CC[C@H]2[C@@H]3CC=C4c5sc(Nc6ccccc6F)nc5CC[C@]4(C)[C@H]3CC[C@]12C	99	102	106	104	103	107	97	100	106
O=S(=O)(NCCNc1cc(-c2c(-c3cccc(O)c3)nc3sccn23)ccn1)c1cccc(Cl)c1	54	65	62	73	31	53	37	47	34
CN(CCN(C)c1ccc(C(=N)N)cc1)c1ccc(C(=N)N)cc1	134	93	86	104	102	84	104	92	92
O=C(c1ccccc1)C(Nc1cccc([N+](=O)[O-])c1)c1ccccc1 (stereo unspecified)	102	76	92	83	91	84	71	84	103
O=C1Nc2ccccc2/C1=N/N=C/c1ccsc1	.	100	95	110	98	106	103	94	105
COc1ccc(/C=N\NC(=O)CCCCC(=O)N/N=C\c2ccc(OC)cc2)cc1	109&114	112&98	100&104	104&108	110&102	98&97	94&95	97&108	110&104
Cc1cc(O)cc2c1[C@H]1CC[C@]3(C)C(=O)CC[C@H]3[C@@H]1C=C2	101	97	96	102	111	.	102	.	105
O=C1CSC(=S)N1CCc1ccc(O)cc1	106	98	95	95	59	108	71	47	99
CCCC1(CN2c3ccccc3Sc3ccc(Cl)cc32)CCN(CC)C1 (stereo unspecified)	-81*	26	5.2*	31	3.6*	32	-100*	-75*	-100*
O=C1C(=Cc2cc3ccccc3[nH]c2=O)C(=O)c2ccccc21	114	119	110	106	104	108	115	122	127
COC(=O)Cc1cccc2ccccc12	.	119	96	103	112	107	114	103	110
Clc1ccc(-c2noc(CCc3nnc(-c4ccccc4)o3)n2)cc1	116	102	106	104	111	.	115	93	105
O=C(CN1CCN(c2cc3c(cc2F)c(=O)c(C(=O)O)cn3C2CC2)CC1)N/N=C/c1cccnc1	106	99	95	99	103	91	107	95	102
O=C(NCCN1CCCC1)c1ccc(-c2nc3ccc4[nH]ncc4c3c3c2CCCC3)cc1	-15*	3.7*	-15*	93	26	14	1.8*	-29*	-5.9*
COc1ccc(C(=O)Cn2cnc3c(Nc4cc(C(=O)Nc5ccc(N6CCOCC6)cc5)ccc4C)ncnc32)cc1	96	103	88	95	101	102	95	88	102
Cc1ccc(-c2csc(N3CCCC3=O)n2)cc1	108	83	90	104	95	76	99	72	106
CCOC(=O)c1ccc(Nc2ccnc(SCC(=O)c3ccc([N+](=O)[O-])cc3)n2)cc1	105	89	87	73	87	84	74	63	89
O=C(CSC(=S)N1CCCCC1)Nc1ccccc1	112	101	97	102	99	94	92	82	104
CCCCSc1nc(Nc2ccc(S(N)(=O)=O)cc2)c(C#N)c(-c2ccc(Cl)cc2)n1	55	74	26	16	-8.6*	13	1.1*	64	7.9*
COc1cc2ncnc(Nc3ccc(S(=O)(=O)Nc4cc(C)on4)cc3)c2cc1OCCCN1CCCC1	104	95	104	103	102	107	107	101	104
NCCCN1CCOCC1	115	102	97	103	106	102	100	90	106
CC(=O)Nc1c(C)cccc1C	103	104	101	105	100	100	106	106	106

Additional results follow.
SMILES	COLO 205	NCI-H322M	NCI-H23	NCI/ADR-RES	HCT-15	NCI-H226	HCT-116	NCI-H522	NCI-H460
COc1ccc(OC)c(-n2cc(C#N)c(N)c2C(=O)c2cccnc2)c1	111	96	105	104	99	101	105	100	110
COc1ccc(C2=NN(C(C)=O)C(c3ccc(OCc4ccc(Cl)cc4)c(OC)c3)C2)cc1OC (stereo unspecified)	41	82	58	56	28	50	35	29	41
N#CC1=C(c2c[nH]c3ccccc23)Nc2nc(N)[nH]c(=O)c2C1c1ccc(Cl)cc1 (stereo unspecified)	96	101	102	108	102	88	85	66	96
O=C1NC(=O)C(Cc2ccccc2)(Cc2ccccc2)N1	107	106	101	101	102	90	91	97	104
O=C1N(c2ccccc2)C(=S)N[C@]12[C@H](c1ccccc1)C1CCCN1[C@]21C(=O)NC2C=CC(Cl)=C[C@H]21 (stereo partly specified)	.	99	96	102	100	82	78	62	102
C=CCc1c(N(C)c2ccc(OC)cc2)ncnc1-n1cnc2ccccc21	98	95	96	80	93	91	100	88	106
Cc1ccc(C(=O)NN2C(=O)CSC2c2cccs2)cn1 (stereo unspecified)	111	106	96	100	107	100	102	100	109
O=C(O)c1ccc(Nc2ccc(N=Cc3c(O)[nH]c4ccccc34)cc2)cc1	116	110	93	108	116	89	107	.	104
CCNC(=O)N1CCN(C)CC1	.	155	107	110	103	98	113	105	114
